Source: PubChem
Lipid storage S3 – qHTS Assay for Lipid Storage Modulators in Drosophila S3 Cells; Potency in µM for hits, for the others lipid storage change, negative = inhibition, % at the top dose, mostly 46.1 µM; 0.64% of 320,000 active; AID 2685, 2010; Drosophila S3 cells, BODIPY lipid droplet fluorescence, 18-24 h; cells fed with added oleic acid; active means well fitted inhibition curve with a large enough effect in the signal ratio, with a control signal flat, not every such curve was filed as active; inconclusive means small, poorly fitted or top-dose-only effect, or effect the other way, or a change in a side signal; the % refers to the signal ratio
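Drosophila S3 cells loaded with oleic acid (400 uM, as added) and compounds at several concentrations; lipid droplets imaged by 488-nm laser-scanning cytometry, 500–530 nm intensity and object ratio to cell channel. Percent activity normalized to 20 uM Triacsin C.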
Lipid storage S3 cell count max – also measured in Lipid storage S3; calls as there; cell number change, %; measured here: cell count max response;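 cells counted by Cell Tracker Red CMTPX staining in the red channel; peak over a dose series mostly up to 46.1 µM; percent activity relative to internal control wells on each plate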
Active calls of the source: *; i = inactive; ? = inconclusive; · = not tested or not shown. On the % scale 0 is the no-effect control and ±100 the full control effect; potency means the concentration at half of the fitted maximal effect. Not all compounds are listed; the hit share may differ from the screen's.

SMILES	Lipid storage S3	Lipid storage S3 cell count max
Cc1cc(CN2CCCC(N3CCc4ccccc4C3)C2)cc(C)c1O (configuration not stated)	16%	-2
CCCCC(=O)Nc1ccc(NC(=O)C(C)C)cn1	?	·
CCOc1ccc(NC(=O)CN(c2ccc(OC)cc2)S(=O)(=O)c2cccs2)cc1	?	·
CN(C)c1ccc(C(=O)NCC2CCCO2)cc1 (configuration not stated)	0%	5
Cc1ccc(CN(C)CC(=O)Nc2ccccc2C(=O)NC2CC2)o1	?	·
Cc1ccc(NCC(=O)Nc2c(C)n(C)n(-c3ccccc3)c2=O)cc1S(=O)(=O)N(C)C	?	·
COC(=O)c1cnn(-c2ccc(C(=O)Nc3ccc(C(C)=O)cc3)cc2)c1N	?	·
Cc1cc(C)nc(NS(=O)(=O)c2ccc(N/C=C\C(=O)c3ccc(Cl)cc3)cc2)n1	?	·
CCOc1ccc(NC(=S)c2ccc3ccccc3n2)cc1	?	·
CC1(C)Cc2ccccc2C(/C(C#N)=N/O)=N1	-13%	3
CN(C)S(=O)(=O)N1CCC(Oc2cccc(C(=O)N3CCCCCC3)c2)CC1	i	-6
COc1ccc(Nc2nc(-c3ccccc3)cs2)cc1	?	·
COc1ccc(C(=O)O)cc1NC(=S)NC(=O)/C=C/c1ccc(C(C)C)cc1	?	·
COc1ccc(CC(=O)Nc2cc(S(=O)(=O)N3CCCCC3)ccc2C)cc1	?	·
Cc1cc(C)cc(N2C(=O)N(c3ccccc3C)C3CS(=O)(=O)CC32)c1 (configuration not stated)	?	·
CC(=O)n1nc(-c2ccc(C)cc2)nc1NCc1ccc(F)cc1	i	21
COc1ccc(C(CNC(=O)c2ccc(-c3ccccc3)cc2)N(C)C)cc1OC (configuration not stated)	?	·
CCC(=O)C1CCCN(C(=O)c2ccc(OC3CCN(C(=O)c4cccnc4)CC3)cc2)C1 (configuration not stated)	?	·
O=c1c([N+](=O)[O-])c(O)c2cccc3c2n1CCC3	15%	0
OC(CNc1ccccc1)Cn1ccc2ccccc21 (configuration not stated)	14%	11
Cc1ccsc1/C=C(\C(=O)c1ccc(OC(C)C)cc1)c1nc2ccccc2o1	?	·
CCO[C@H]1OC(C(=O)N2CCOCC2)=C[C@@H](c2ccc(Br)cc2)[C@@H]1CCCO	-4%	10
COC(=O)C1=C(COc2ccc(C=O)cc2OC)NC(=O)NC1c1cc(C)ccc1C (configuration not stated)	?	·
CCOc1ccc(Nc2oc(-c3ccccc3Cl)nc2C#N)cc1	?	·
COc1ccc(CNC(=O)CN(Cc2ccc(Cl)cc2)S(C)(=O)=O)cc1	7%	15
COc1ccccc1-n1c(SCC(=O)NC(C)(C)C)nc(O)c(Cc2ccccc2)c1=O	5%	-1
CN(C)c1ccc(/C=N/NC(=S)NCc2ccccc2)cc1	-2%	5
O=C(O)Cn1c(CC(=O)N2CCCC2)nc2ccccc21	?	·
COc1ccc(N2CCN(C(=O)CCc3cc(OC)c(OC)c(OC)c3)CC2)cc1	7%	-2
CCS(=O)(=O)NCC(c1cccnc1)N1CCN(c2ccccc2F)CC1 (configuration not stated)	20%	-19
CCNS(=O)(=O)c1ccc(CCC(=O)Nc2ccc3c(c2)OCO3)cc1	?	·
Cc1c(C(=O)N2CCN(c3ccccn3)CC2)oc2c1C(=O)CC(C)(C)C2	-16%	·
COc1ccc(-c2nnc(NC(=O)Cc3ccccc3)o2)cc1	?	·
CCSc1nc(N2CCOCC2)c2c(c1C#N)CCCC2	?	·
COc1cccc(N(CC(=O)Nc2ccccc2C(=O)N2CCCC2)S(C)(=O)=O)c1	i	-3
COc1ccc(/C=C/C(=O)Nc2ccccc2)cc1OC	?	·
COc1cc2c(=O)n(CCC(=O)NCC3CCCO3)c(=O)n(CC(=O)Nc3ccccc3C)c2cc1OC (configuration not stated)	?	·
O=C(Nc1ccc(Oc2ccccc2)cc1)c1ccc(Cn2c(=O)[nH]c3ccsc3c2=O)cc1	?	·
Cc1ccc(C)c(NC(=O)C2CC3c4ccccc4C2c2ccccc23)c1 (configuration not stated)	?	·
Clc1ccc2scc(CN3CCCCC3)c2c1	-7%	-14
COCCn1c(SCC(=O)Nc2ccc(F)cc2)nc2c([nH]c3ccccc32)c1=O	22%	10
Cc1c(-c2cccc(Cl)c2)nc2ccccc2c1C(=O)NC1CC1	?	·
CC(=O)N/N=C(\C)CC(=O)Nc1cccc(C(F)(F)F)c1	-4%	5
Cc1ccc(/C=C2\Sc3ccccc3C2=O)s1	2%	-8
N#Cc1c(-c2cccc([N+](=O)[O-])c2)nc2n(c1=O)CCS2	-3%	0
CCc1ccc(-c2cc(C(=O)NCc3ccco3)c3ccccc3n2)s1	?	·
CCc1ccc(C(=O)NNc2ccc(F)cc2)cc1	4%	-4
O=C(COC(=O)/C=C/c1ccccc1[N+](=O)[O-])NC1CC1	?	·
CCS(=O)(=O)c1ncc(Cl)c(C(=O)Nc2ccc(C)cc2)n1	?	·
CC(=O)Nc1ccc(NC(=O)CC(NC(=O)c2ccccc2)c2ccccc2)cc1 (configuration not stated)	3%	19
Cc1ccc(S(=O)(=O)N(CC(=O)N/N=C/c2ccccc2C(=O)O)c2cc(Cl)cc(Cl)c2)cc1	?	·
Cc1cc(C)c2nc(N3CCC(C(=O)NCc4cccnc4)CC3)sc2c1	2%	-1
Cc1nonc1OCCNc1ccc([N+](=O)[O-])cc1[N+](=O)[O-]	?	·
CCCN1CC(O)=C(C#N)C1=O	?	·
Cc1ccc(Cl)cc1N1CCN(S(=O)(=O)c2c(C(=O)N3CCOCC3)c(C)n(C)c2C)CC1	i	9
O=[N+]([O-])c1cc(C(F)(F)F)ccc1N1CCN(S(=O)(=O)c2ccc3ccccc3c2)CC1	24%	-14
CCC(C)(C)NC(=O)CN(C(=O)CCC(=O)Nc1nccs1)c1cccc(C)c1C	?	·
COc1ccc2c(Cl)c(C(=O)NCC3CCCO3)sc2c1Cl (configuration not stated)	?	·
O=C(CN1CCOCC1)NNC(=O)c1ccc([N+](=O)[O-])cc1	4%	·
Cc1c(Cl)ccc2c(C(=O)O)cc(-c3ccccc3)nc12	1%	-8

The listing continues:
SMILES	Lipid storage S3	Lipid storage S3 cell count max
O=C1C(=O)N(CCN2CCOCC2)C(c2ccccn2)/C1=C(/O)c1ccc(Cl)cc1 (configuration not stated)	4%	9
Cc1nc2sccn2c1-c1csc(NCc2ccccc2)n1	?	·
CC(=O)N/C(=C/c1ccc(Cl)cc1)C(=O)NCCc1c[nH]c2ccccc12	12%	-6
CCc1nc2cc3sc(CC)nc3cc2s1	?	·
C#CCOCCOCCOCCNc1nc(N2CCOCC2)nc(N2CCN(C(=O)[C@H]([C@@H](C)CC)n3cc(CCCCN)nn3)CC2)n1	-1%	0
O=[N+]([O-])c1ccc(-n2cccc2/C=N/Nc2nc(N3CCCCC3)nc(N3CCCCC3)n2)cc1	8%	-6
O=C(O)CCCC(=O)Nc1cccc(-c2nc3ccccc3[nH]2)c1	?	·
CN(C)CCCNC(=S)Nc1ccc(Br)cc1	-17%	-11
CCCn1c(C(C)Nc2nc(-c3ccc(OC)cc3)cs2)nc2ccccc21 (configuration not stated)	?	·
CC(C)(C)NC(=O)c1ccc(COCC(F)(F)F)o1	?	·
CC(C)c1ccc(C2=NN(c3ccccc3)C(=O)CC2)cc1	?	·
NNC(=O)CSc1ncc(-c2ccccc2)[nH]1	11%	8
O=C(Cn1cc(C(F)(F)F)ccc1=O)N/N=C/c1ccccc1	?	·
CCOCCCn1c(=NC(=O)c2ccc(OC)c(OC)c2)c(C#N)cc2c(=O)n3cccc(C)c3nc21	?	·
CC(C)CCC(C(=O)O)C(C)CC(=O)NC1CCCCC1 (configuration not stated)	?	·
Cn1c(=O)[nH]c(=O)c2c1nc(SCc1ccccc1Cl)n2CC(N)=O	-7%	7
O=C(NNC1CC(c2ccccc2)=NN1C(=O)c1ccccc1)c1ccccc1 (configuration not stated)	-13%	4
Cc1cc(C)n(CCn2nc(C)cc2C)n1	9%	14
Cc1nnc2sc(SCC(=O)N3CCC(C)CC3)nn2c1=O	i	16
O=C(NC1CCCCCC1)C1c2ccccc2C(=O)N1Cc1ccco1 (configuration not stated)	-26%	1

An excerpt from above in order of SMILES length, largest number first:
SMILES	Lipid storage S3	Lipid storage S3 cell count max
CC(=O)N/C(=C/c1ccc(Cl)cc1)C(=O)NCCc1c[nH]c2ccccc12	12%	-6
O=C(NNC1CC(c2ccccc2)=NN1C(=O)c1ccccc1)c1ccccc1 (configuration not stated)	-13%	4
NNC(=O)CSc1ncc(-c2ccccc2)[nH]1	11%	8
CCc1nc2cc3sc(CC)nc3cc2s1	?	·

The listing continues.
SMILES	Lipid storage S3	Lipid storage S3 cell count max
CC1CN(c2ccccc2)CCN1Cc1nc(Cc2ccccc2)no1 (configuration not stated)	-2%	14
CC(CN(C)Cc1nc(Cc2cccc(C(F)(F)F)c2)no1)CN1CCCC1 (configuration not stated)	10%	0
O=C(O)CCN1C(=O)c2ccc(NC(=O)Cc3ccc(Cl)cc3)cc2C1=O	1%	9
CCN1CCc2c(sc(NC(=O)C3CCCCC3)c2C(=O)OC)C1	?	·
Cc1ccc(C(=O)COC(=O)CNS(=O)(=O)c2ccccc2)cc1[N+](=O)[O-]	-1%	6
COc1ccc(S(=O)(=O)NCCSCc2ccccc2C)cc1Br	?	·
Cc1cc(N)n2nc(-c3ccc(C(C)(C)C)cc3)cc2n1	?	·
CC(=O)c1c(C)c2c(n1CCN(C)C)CCCC2	?	·
O=C(O)c1nccnc1C(=O)Nc1ccc(Cl)cc1Cl	6%	9
Cc1ccc(CN2CCN(Cc3ccccc3)C(CCO)C2)s1 (configuration not stated)	?	·
CN(CC(=O)Nc1ccccc1Cl)C(=O)COC(=O)/C=C/c1cccc(C(F)(F)F)c1	?	·
Cc1nn(C)cc1CNC(=O)C1C2CCC(C2)C1C(=O)O (configuration not stated)	?	·
CCCc1nc2sc3c(SCC(=O)NCc4ccco4)ncnc3c2c2c1CCC2	?	·
COc1ccccc1NC(=O)Oc1ccc(C(C)=O)cc1	?	·
O=C(NCC1CCCO1)c1ccc(Br)o1 (configuration not stated)	-12%	3
O=C(c1ccco1)N1CCN(Cc2cc(=O)c(OCc3cccc(F)c3)co2)CC1	?	·
NS(=O)(=O)c1ccc(NC(=S)N2CCN(S(=O)(=O)c3ccc(F)cc3)CC2)cc1	12%	·
Cc1ccc(C(=O)NCCC(=O)Nc2ccccc2C)cc1	?	·
Cc1ccc([N+](=O)[O-])cc1/C=N/Nc1nnnn1-c1ccccc1	i	-18
CCCCn1nnc(NC(=O)Cc2ccc(Cl)cc2)n1	?	·

Quoted at random: 2 compounds from above
SMILES	Lipid storage S3	Lipid storage S3 cell count max
CC(=O)c1c(C)c2c(n1CCN(C)C)CCCC2	?	·
O=C(O)CCN1C(=O)c2ccc(NC(=O)Cc3ccc(Cl)cc3)cc2C1=O	1%	9

Additional results
SMILES	Lipid storage S3	Lipid storage S3 cell count max
COc1ccc2cc(CN(C(=O)Nc3ccccc3OC)C3CCCC3)c(=O)[nH]c2c1	13%	-22
Cc1ccc(C2/C(=C(/O)c3cnn(-c4ccccc4)c3C)C(=O)C(=O)N2CCCN2CCOCC2)o1 (configuration not stated)	13%	11
Cn1c(CCNC(=O)c2ccccc2F)nnc1SCc1nc2ccccc2c(=O)[nH]1	?	·
Cc1ccccc1C(=O)Nc1ccc2c(c1)OCCO2	i	1
O=C1NCCCN1Cc1ccc(Cl)cc1	?	·
COc1ccccc1CC(=O)Nc1cccc(C)n1	0%	11
CC(C)C(=O)Nc1ccc(NC(=O)CCc2ccccc2)cn1	9%	6
CCN(CC)S(=O)(=O)c1ccc(C(=O)Nc2ccc3c(c2)OCCO3)cc1	?	·
CCCCOc1ccc(S(N)(=O)=O)cc1	i	·
CCOC(=O)c1cc(-c2csc(COc3ccccc3Cl)n2)on1	0%	-1
Cc1ccc(S(=O)(=O)NN2C(=O)c3ccccc3NC2c2ccccc2O)cc1 (configuration not stated)	-9%	1
CC(=O)Oc1c(-c2ccc(Br)o2)oc2ccccc2c1=O	?	·
CSC1=NCCN1C(=O)Cc1ccc(Cl)cc1	?	·
CCOCCCNC(=O)CN1C(=O)COc2ccc(S(=O)(=O)N3CCCCCC3)cc21	i	1
CC(C)(C)OC(=O)CNC(=O)c1[nH]cnc1C(=O)Nc1ccc(Cl)cc1	16%	-4
C(=N\Nc1nc2ccccc2[nH]1)/c1ccc2c(c1)OCCO2	?	·
COCc1nnc(NC(C)=O)s1	-14%	-13
O=C(O)c1ccc(/C=N/NC(=O)c2ccc(Br)cc2)cc1	?	·
O=C(Nc1ccccc1F)c1ccncc1	-1%	1
C[C@H](NC(=O)c1nc[nH]c1C(=O)NC1CCNCC1)C(=O)OC(C)(C)C	?	·
CC(C)C1=NN2C(=N)CC(=O)N=C2S1	0%	0
Cn1nnnc1SCC(=O)Nc1ccccc1Br	-12%	-3

Record cards, as listed above:
O=C(O)c1ccc(/C=N/NC(=O)c2ccc(Br)cc2)cc1 as listed: Lipid storage S3 = ?; Lipid storage S3 cell count max = ·
O=C1NCCCN1Cc1ccc(Cl)cc1 as listed: Lipid storage S3 = ?; Lipid storage S3 cell count max = ·
